High-throughput results deposited in PubChem BioAssay by National Center for Advancing Translational Sciences (NCATS).
Tau fibril ThT: qHTS for Inhibitors of Tau Fibril Formation, Thioflavin T Binding; Microtubule-associated protein tau (Homo sapiens), P10636; recombinant tau K18 P301L, heparin-induced fibrillization, ThT fluorescence; Potency, µM (top dose mostly 57.4 µM), for the others: top-dose activity, negative = inhibition, most hits filed as inhibitors; 270,000 compounds, 2.1% hits; AID 1460, 2008; note: % is set by controls: 0 for no effect and ±100 for the full control effect; nearly all actives have a fitted effect of over 55% in size
Target sequence (P10636 561-689 P618L limits assumed): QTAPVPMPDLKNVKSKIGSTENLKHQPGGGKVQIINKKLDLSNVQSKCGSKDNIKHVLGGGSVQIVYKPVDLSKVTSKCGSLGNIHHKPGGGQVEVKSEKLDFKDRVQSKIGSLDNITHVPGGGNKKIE
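Fibril formation assay: tau K18 P301L at 15 uM with trace Alexa 594 label, heparin inducer 20 uM, pH 7 sodium acetate buffer, 37 C for 6 hr; endpoint ThT signal.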
Tau FP inhib: qHTS for Inhibitors of Tau Fibril Formation, Fluorescence Polarization; Microtubule-associated protein tau (Homo sapiens), P10636; K18 P301L tau heparin fibrillization, Alexa594 FP, 6 h; Potency, µM (doses to about 57.7 µM), for the others: at the highest dose activity, negative = inhibition, usual class: inhibitors; 280,000 compounds, 0.39% hits; AID 1468, 2008; note: % is set by controls: 0 for no effect and ±100 for the full control effect; nearly all actives have a fitted effect of over 55% in size
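K18 P301L tau (15 uM unlabeled/0.24 uM Alexa 594-labeled, final) + compound + heparin 20 uM final; 100 mM NaOAc pH 7; 6 hr 37 C; ThT 30 uM final added, 1 hr RT; FP ex 555/em 632 nm.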
RECQ1 inh: qHTS Assay for Inhibitors of RecQ-Like Dna Helicase 1 (RECQ1); ATP-dependent DNA helicase Q1 (Homo sapiens), P46063; RECQ1 DNA unwinding, red fluorescence kinetic read; Potency, µM (doses to about 57.3 µM), for inactives: at the top dose activity, negative = inhibition, hits mostly inhibitors; 240,000 compounds, 0.54% hits; AID 2549, 2010;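 note: plate controls were vehicle for no effect and no enzyme for full effect; nearly all actives have a fitted effect of over 30% in size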
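RECQ1T1 50 nM; forked duplex (20 bp + 30-nt ss tails) 200 nM, ATP 2 mM final; pH 8.0, 2 mM MgCl2, 2.5 ug/ml poly(dI-dC); 15 min compound preincubation; discontinuous kinetic read over 2 h at RT.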
TRb-SRC2 inh: qHTS for Inhibitors of the Interaction of Thyroid Hormone Receptor and Steroid Receptor Coregulator 2; Thyroid hormone receptor beta (Homo sapiens), P10828; TRbeta-SRC2 peptide binding, fluorescence polarization; receptor liganded with 1 µM T3; Potency, µM (top dose mostly 106 µM), for the others: top-dose activity change, negative = inhibition, most hits filed as inhibitors; 280,000 compounds, 0.065% hits;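 note: plate controls were bound peptide for no effect and peptide without receptor for full effect; nearly all actives have a fitted effect of over 50% in size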
Target sequence (P10828 whole entry, looked up): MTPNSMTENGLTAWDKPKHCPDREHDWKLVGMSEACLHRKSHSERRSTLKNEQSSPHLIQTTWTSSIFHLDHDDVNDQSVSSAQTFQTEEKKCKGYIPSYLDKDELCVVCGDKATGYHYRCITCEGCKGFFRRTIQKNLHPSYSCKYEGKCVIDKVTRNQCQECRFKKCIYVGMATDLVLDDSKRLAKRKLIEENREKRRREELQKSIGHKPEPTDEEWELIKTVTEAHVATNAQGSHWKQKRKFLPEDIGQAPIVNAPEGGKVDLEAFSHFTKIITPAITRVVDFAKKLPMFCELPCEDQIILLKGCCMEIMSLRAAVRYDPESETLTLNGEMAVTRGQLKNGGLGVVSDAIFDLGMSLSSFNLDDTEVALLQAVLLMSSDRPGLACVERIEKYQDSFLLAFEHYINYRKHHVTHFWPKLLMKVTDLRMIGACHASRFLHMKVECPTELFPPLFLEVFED
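Human TRb LBD (0.6 uM) plus Texas Red-labeled SRC2 peptide (20 nM), 1uM T3, 5% DMSO, 5 hr at ambient temperature. Decreased polarization (555/632 nm) flags inhibition; data normalized to free and bound peptide controls.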
TexasRed fluor: Total Fluorescence Counterscreen for Inhibitors of the Interaction of Thyroid Hormone Receptor and Steroid Receptor Coregulator 2. TRb/SRC2 Texas Red total fluorescence interference. Potency, µM (doses to about 106 µM), without a hit: at the highest dose fluorescence change, negative = quenching. 280,000 compounds, 0.29% hits. AID 1479, 2009; active = well fitted curve in either direction with a large enough effect; inconclusive = small, poorly fitted or top-dose-only effect; note: % is set by controls: 0 for no effect and ±100 for the full control effect
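Human TRβ ligand-binding domain (0.6 uM) and Texas Red SRC2 peptide (20 nM) in Tris buffer with 1 uM T3 and 5% DMSO were incubated with pinned compound for 5 hr at ambient temperature. Total fluorescence was computed as S + 2P (555/632 nm).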
Tau fluor cs: Counterscreen qHTS for Inhibitors of Tau Fibril Formation, Fluorescence Polarization; tau K18 P301L Alexa594 fluorescence, heparin fibrillization; Potency, µM (top dose mostly 57.7 µM), inactives show top-dose activity change, negative = decrease; 280,000 compounds, 0.93% hits; AID 1463, 2008; note: % is set by controls: 0 for no effect and ±100 for the full control effect; nearly all actives have a fitted effect of over 55% in size
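Human tau K18 P301L (15 uM unlabeled, 0.24 uM Alexa 594-labeled) in 100 mM sodium acetate pH 7 with 20 uM heparin, 6 hr at 37 C. ThT 30 uM added, 1 hr ambient; Alexa 594 FP and total fluorescence read at 555/632 nm.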
HTT cytoprotect: qHTS Multiplex Assay to Identify Dual Action Probes in a Cell Model of Huntington: Cytoprotection (ATP). PC12 HTT-Q103 induced, cytoprotection, ATP luminescence, 40 h. Potency, µM (titrated, usually from 56.4 µM), for the others: cytoprotection (ATP increase), most hits filed as activators. 230,000 compounds, 0.14% hits. AID 1471, 2008;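 note: % of control where 0% means no effect; nearly all actives have a fitted effect of over 45% in size; toxic huntingtin expression switched on by the ecdysone agonist tebufenozide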
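Readout: ATPlite luminescence (ATP level). Model: stable PC12, inducible Htt exon1 Q103-GFP. Inducer: tebufenozide, 100 nM final. Compounds: dose series. No G418 in medium.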
L3MBTL1 inh: qHTS Assay for the Inhibitors of L3MBTL1 | AlphaScreen L3MBTL1–H3K9me1 peptide binding | Potency, µM (top dose mostly 57.1 µM), without a hit: at the highest dose activity, negative = inhibition, usual class: inhibitors | 230,000 compounds, 0.66% hits; note: % is set by controls: 0 for no effect and ±100 for the full control effect; nearly all actives have a fitted effect of over 60% in size
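Displacement of a biotinylated histone H3(1-15) peptide monomethylated at Lys9 (75 nM) from L3MBTL1 (50 nM) was measured by AlphaScreen after a 30 min room-temperature compound incubation; cefsulodin titration served as intraplate control.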
Numbers without * were called inactive; i = inactive; u = inconclusive; x = no result given; & = joins results of further samples; [ ] = remark or other dose. Unless noted, calls come from the whole dose curve; as a rule, active = well fitted curve in the direction sought with a large enough effect; inconclusive = small, poorly fitted or top-dose-only effect, or another doubt; inactive = no such curve, though single readings can be large; an effect the other way counts as inactive or inconclusive. Potency is the fitted concentration of half-maximal effect. This is a subset (hit frequency here may not be typical).

Compound	Tau fibril ThT	Tau FP inhib	RECQ1 inh	TRb-SRC2 inh	TexasRed fluor	Tau fluor cs	HTT cytoprotect	L3MBTL1 inh
Cc1cc2c(C)ccc(C)c2nc1SCC(=O)c1cccs1	-14%	-6%	-6%	4%	1%	-21%	31%[10 µM]	32%[activator]
COc1ccc(Cl)cc1C(=O)Nn1cnc2ccccc2c1=O	6%	-2%	-7%	6%	1%	6%	-21%	8%
Cc1ccc(OCc2nc(-c3ccccc3)no2)cc1	x	-2%	10%	2%	3%	-14%	-12%[10 µM]	x
O=C(NCCO)/C(=C\c1ccc([N+](=O)[O-])o1)NC(=O)c1ccccc1	-13%	-1%	i	-4%	0%	2%	-25%	5%
N#CCCNCC1(c2ccccc2)CCCC1	-3%	6%	-15%	-11%	2%	-2%	-16%[10 µM]	4%
Cc1cc2[nH]ncc2cc1NC(N)=S	1%	5%	i	2%	-4%	5%	8%[10 µM]	u
CN(C)c1ccc(C(CNS(=O)(=O)c2ccc(Cl)cc2)N2CCOCC2)cc1 (stereo unspecified)	u	-1%	x	1%	-2%	u	x	x
COC(=O)c1cc(COc2ccc3oc(C)c(C(=O)OC)c3c2)c(C)o1	u	-8%	-3%	6%	-2%	-17%	-12%	x
CSc1nc2nc(-c3ccccc3)cc(C(F)(F)F)n2n1	-3%	-3%	-10%	-5%	-11%	5%	-5%	x
COc1ccc(C)cc1NC(=O)C1CCCN(S(=O)(=O)c2ccc3c(c2)CCCN3C(C)=O)C1 (stereo unspecified)	-3%	9%	x	-6%	-2%	-12%	x	x
CC(C)Oc1ccc(CCC(=O)NNC(=O)CCC(=O)O)cc1	-6%	-8%	12%	-4%	1%	-4%	14%[10 µM]	-27%
CCn1c2ccccc2c2cc(NC(=O)CSc3nnc(-c4ccccc4)o3)ccc21	u	7%	i	2%	4%	u	-36%	x
CC1(C)CC(=O)C2=C(C1)N(c1ccc(F)cc1)C(=O)C2(NC(=O)c1ccccc1)C(F)(F)F (stereo unspecified)	-2%	7%	0%	-1%	-7%	-2%	-21%[10 µM]	2%
Cc1ccc2c(Sc3ccccc3)c(C(=O)NCc3ccccc3F)[nH]c2c1	-16%	11%	x	2%	-1%	-27%	x	x
COc1ccccc1-c1cc(C(=O)NCCN2CCOCC2)no1	-13%	0%	11%	-7%	-1%	-6%	-7%	-1%
c1csc(CNc2ccc3c(c2)OCCO3)c1	u	0%	21%	-9%	1%	-15%	29%[10 µM]	-3%
O=C(C1CCN(C2CCN(Cc3cccc4c3OCO4)CC2)CC1)N1CCOCC1	7%	-3%	-7%	-9%	0%	9%	-5%[10 µM]	-5%
O=C(Cc1ccccc1)NCCc1csc2nc(-c3ccc(Cl)cc3)nn12	-4%	-6%	x	-4%	-1%	-17%	x	x
CC(C)(C)NC(=O)CSc1nncn1NCc1ccccc1	-11%	2%	i	-20%	-2%	-6%	-18%[10 µM]	x
CCCn1nc(C(=O)N2CCc3ccccc3C2)c2ccccc2c1=O	-9%	-6%	-3%	-3%	3%	-8%	-19%	0%
CN(C)c1ccc(NC(=O)Cn2c(SCc3ccccc3F)nc3cccnc32)cc1	-14%	-2%	x	1%	6%	u	x	x
Cc1ccc(NC(=S)Nc2cccnc2)c(S(=O)(=O)N2CCCCC2)c1	11%	32µM*	-3%	-2%	-2%	u	x	-8%
COc1ccc2c(c1OC)C(=O)N(c1ccc(C)cc1)C2	-15%	1%	-13%	6%	-2%	-7%	-36%[10 µM]	3%
CCOc1ccc(C(C)=O)cc1N1C(=O)C2C3C=CC(C3)C2C1=O (stereo unspecified)	-11%	5%	i	-7%	-2%	1%	-9%	x
CCC(=O)Oc1ccc(C(=O)Nc2c[nH]c(=O)[nH]c2=O)cc1	-13%	4%	i	-2%	-6%	-1%	32%[10 µM]	5%
OC(CNCCCN1CCCCC1)COc1ccccc1 (stereo unspecified)	-15%	-12%	i	4%	-1%	-6%	4%	2%
O=C1CCCC2=C1C(c1ccsc1)CC(=O)N2c1ccccc1F (stereo unspecified)	2%	-4%	i	2%	2%	-4%	-5%	0%
Cn1c(SCC(=O)c2c(N)n(C)c(=O)n(C)c2=O)nnc1-c1ccccc1	-1%	-3%	-2%	-5%	0%	0%	x	33%
CC(=O)c1cccc(NC(=O)c2ccc(C(=O)Nc3cccc(C(C)=O)c3)nc2)c1	-5%	1%	19%	1%	-2%	8%	x	5%
S=c1[nH]nc(-c2ccccc2)n1Cc1ccccc1	-11%	2%	-17%	-3%	-2%	-6%	-12%	2%
O=C(NCc1csc(-c2cccs2)n1)c1cccc(Cl)c1	-10%	3%	-6%	2%	6%	-23%	-2%[10 µM]	10%
Nc1ccc(Br)cc1Br	-3%	1%	25%	2%	0%	-1%	6%[10 µM]	x
Cc1cccc(CSc2ncccc2C(=O)O)c1	7%&-5%	0%&-1%	10%	-3%&10%	1%&0%	4%&-4%	x	9%
CC1CCN(C(=O)Nc2cccc(NC(=O)N3CCC(C)CC3)c2)CC1	-16%	-13%	-11%	9%	1%	-19%	-10%	-7%
CCCCCC1CC(CC(C)C(=O)Nc2nncs2)C(=O)O1 (stereo unspecified)	-4%	-4%	-3%	8%	-4%	-6%	-9%[10 µM]	3%
O=C1C2C3C=CC(C3)C2C(=O)N1CCN1CCN(S(=O)(=O)c2ccc3ccccc3c2)CC1 (stereo unspecified)	3%	6%	i	-3%	2%	7%	18%	-6%[11.4 µM]
COc1ccc(CN=C2NN=C(c3ccc(Cl)cc3)CS2)cc1	u	1%	-14%	7%	-5%	-22%	-13%	u
C=CCn1c(SCC#N)nc2sc(CC)cc2c1=O	-7%	-1%	-7%	-7%	4%	-10%	x	4%
CSc1nc(N)nc(SCC(=O)Nc2ccc(Cl)cc2)c1C#N	9%	-1%	-1%	7%	0%	0%	-14%	-1%
Cc1cccc(NCc2ccccc2O)c1C	u	12%	-7%	-4%	-5%	u	8%[10 µM]	-9%
O=C(Nc1ccc(F)cc1)N1CCCN(c2nccc(C(F)(F)F)n2)CC1	-6%	-3%	-10%	-1%	-4%	-15%	16%[10 µM]	4%
Cc1nc(-c2ccccc2)sc1-c1ccn[nH]1	-5%	-2%	-3%	10%	-5%	-2%	x	6%
O=C(COC(=O)CCC(=O)Nc1nccs1)NCc1ccco1	-7%	-3%	-4%	-5%	0%	2%	-4%	3%
Cc1cccc(Cc2nnc(CCC(=O)N(C)Cc3ccncc3C)o2)c1	-6%	4%	i	-6%	-4%	-7%	14%[10 µM]	2%
O=C(O)Cn1nc(C(F)(F)F)c2c1CCC2	5%	4%	0%	-2%	-2%	3%	-7%	7%
C=CCn1c(SCc2cccc3ccccc23)nnc1-c1cccnc1	-9%	-2%	i	5%	4%	-2%	-16%	7%
O=C(CN1N=C(c2ccc(Cl)cc2)CCC1=O)NCc1cccnc1	-1%	-8%	-10%	0%	-24%	-3%	-9%[10 µM]	11%
CCCOC(=O)C(C)Sc1n[nH]c(=O)[nH]c1=O (stereo unspecified)	-8%	-3%	0%	-1%	-4%	-11%	-29%	x
CCOC(=O)c1ccc(NS(=O)(=O)c2ccc(Cl)nc2)cc1	5%	-12%	i	2%	-3%	-16%	-3%	5%
CCN(CC)S(=O)(=O)c1csc(C(=O)NCc2ccccc2)c1	2%	1%	i	1%	-2%	2%	8%	x

(further entries)
Compound	Tau fibril ThT	Tau FP inhib	RECQ1 inh	TRb-SRC2 inh	TexasRed fluor	Tau fluor cs	HTT cytoprotect	L3MBTL1 inh
CC1(C)Cc2c(sc3nc(SCC(=O)NCc4ccccc4)n(-c4ccccc4)c(=O)c23)CS1	-12%	0%	i	-3%	-2%	-12%	-19%	2%
O=c1cc(-c2ccccc2Cl)oc2c(Br)ccc(O)c12	-13%[81.4 µM]	-13%[81.3 µM]	-9%[81.1 µM]	4%&-1%	-3%&-1%	-18%[81.3 µM]	-28%	-10%
CCc1nn(CC(=O)Nc2cccc(C)c2C)c(=O)c2cc3sccc3n12	9%	3%	x	-1%	-17%	6%	x	x
N=c1n(CC(=O)c2ccc([N+](=O)[O-])cc2)c2ccccc2n1Cc1ccccc1Cl	u	-1%	0%	3%	1%	-21%	x	5%
COc1ccc2[nH]c(=O)c(CN(Cc3nnnn3CCc3ccccc3)CC3CCCO3)cc2c1 (stereo unspecified)	-13%	-1%	12%	-14%	0%	-10%	3%	-6%

In the list so far, 3 contain a furan ring, fused or not:
Compound	Tau fibril ThT	Tau FP inhib	RECQ1 inh	TRb-SRC2 inh	TexasRed fluor	Tau fluor cs	HTT cytoprotect	L3MBTL1 inh
O=C(NCCO)/C(=C\c1ccc([N+](=O)[O-])o1)NC(=O)c1ccccc1	-13%	-1%	i	-4%	0%	2%	-25%	5%
COC(=O)c1cc(COc2ccc3oc(C)c(C(=O)OC)c3c2)c(C)o1	u	-8%	-3%	6%	-2%	-17%	-12%	x
O=C(COC(=O)CCC(=O)Nc1nccs1)NCc1ccco1	-7%	-3%	-4%	-5%	0%	2%	-4%	3%
